Source: PubChem BioAssay
OXTR potentiate: potentiators of human oxytocin receptor; P30559; CHO-OTR cells, Fluo-8 calcium fluorescence, potentiator mode; 0% = oxytocin EC15, 100% = EC100; activation, % at 3 µM; 320,000 tested, 0.061% active; AID 2445;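 active = activation above that plate's cutoff, the mean activation of tested compounds plus 3 SD, cut at about 6.6% in these data, passing the limit was not always enough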;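 note: 100% uses oxytocin at 75 nM as the full agonist control; some results filed as inactive read as strong as hits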
Target sequence (P30559 whole entry, looked up): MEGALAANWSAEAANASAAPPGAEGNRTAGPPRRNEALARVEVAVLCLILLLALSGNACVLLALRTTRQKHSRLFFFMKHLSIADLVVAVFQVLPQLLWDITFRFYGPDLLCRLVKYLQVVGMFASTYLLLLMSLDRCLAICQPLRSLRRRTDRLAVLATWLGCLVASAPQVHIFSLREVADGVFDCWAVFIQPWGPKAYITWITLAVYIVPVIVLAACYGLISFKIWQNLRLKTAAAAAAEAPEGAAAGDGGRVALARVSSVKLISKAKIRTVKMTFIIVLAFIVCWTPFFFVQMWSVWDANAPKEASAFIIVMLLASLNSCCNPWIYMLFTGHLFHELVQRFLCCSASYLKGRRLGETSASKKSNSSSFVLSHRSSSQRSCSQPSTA
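Dosing: Single dose, 3.0 µM nominal final compound concentration | Material: Human OTR in CHO cells | Technique: Kinetic Fluo-8 calcium fluorescence | Benchmarks: EC15 oxytocin alone as 0%, 75 nM oxytocin as 100% | Probe or stimulus: Oxytocin at about EC15, sub-maximal agonist stimulus | Incubation: Compound 6 min at room temperature before oxytocin, 100 s read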
V1R ag counter: activates human V1a receptor in oxytocin agonist counter-screen; 320,000 tested, 0.25% active; CHO-V1R cells, Fluo-8 calcium fluorescence, agonist mode; 0% DMSO, 100% 3 nM vasopressin; P37288; activation, % at 3 µM;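 active = activation above the mean activation of all tested compounds plus 3 SD, per screening run, cut at about 20% in these data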;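 note: signal is peak over basal fluorescence ratio across a 100 second FLIPR read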
CHO parental Ca: counter-screen: ATP calcium response change in parental CHO cells. parental CHO-K1, ATP-induced calcium, Fluo-8 fluorescence. inhibition, % at 5.6 µM. 330,000 tested, 0.63% active. AID 463079;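 active = inhibition above that plate's mean sample inhibition plus 3 SD, cut at about 26% in these data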;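 note: 0% = ATP-challenged DMSO wells and 100% = DMSO wells without ATP; some compounds past the cut are filed as inactive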
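test system = CHO parental line | reagent = ATP stimulus | measured by = intracellular calcium via Fluo-8 no-wash fluorescent dye | control set = ATP and no-ATP DMSO wells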
CHO-K1 Ca antag: counter-screen for M1 antagonists: effect in parental CHO-K1 cells | 360,000 tested, 0.6% active | ATP-induced calcium, Fluo-8 fluorescence | inhibition, % at 3 µM;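 active = inhibition above a per-plate cutoff, the plate's mean sample inhibition plus 3 SD, cut at about 24% in these data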;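 note: 0% = DMSO plus EC80 ATP and 100% = DMSO alone without ATP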
TAAR1 antagonist: antagonists of human TAAR1; inhibition, % at 3 µM; 360,000 tested, 1.5% active; CHO RD-HGA16 TAAR1, Fluo-8 calcium fluorescence, antagonist; Q96RJ0;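 active = inhibition above a per-plate cutoff, the mean inhibition of test compounds on that plate plus 3 SD, cut at about 49% in these data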;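 note: 0% = DMSO plus EC80 beta-PEA response and 100% = DMSO alone without agonist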
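Material: CHO RD-HGA16 cells bearing hTAAR1; compound dosing: one-point dosing, 3 µM nominal final; schedule: dye loading 75 min at 37 °C, then 30 min room temperature; measured by: calcium fluorescence with Fluo-8; control set: vehicle and agonist controls; replication: n of 1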
TAAR1 ag: agonists of human TAAR1 | CHO RD-HGA16 TAAR1, Fluo-8 calcium fluorescence; vehicle wells 0%, saturating PEA agonist 100% | activation, % at 3 µM | 360,000 tested, 0.99% active | AID 624467;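 active = activation above the mean activation of all test compounds in the run plus 3 SD, cut at about 38% in these data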
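Test system: RD-HGA16 (CHO) cells co-expressing Gα16 and hTAAR1; dosing: one-point dosing at 3 µM (nominal); timing: 17-24 h seeding, 75 min 37 °C dye, 30 min RT; signal: kinetic Fluo-8 calcium fluorescence; read-out basis: % activation relative to PEA EC100 response; controls: DMSO and PEA EC100; replicates: n 1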
M1 ag: agonists of human M1 muscarinic receptor; P11229; CHO-K1 hM1, Fluo-8 calcium fluorescence, agonist mode; 0% DMSO, 100% acetylcholine EC100; activation, % at 3 µM; 360,000 tested, 0.33% active; AID 588814;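 active = activation above the run's mean compound activation plus 3 SD, cut at about 16% in these data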;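 note: peak over basal fluorescence ratio within a 140 s kinetic read after compound addition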
Target sequence (P11229 whole entry, looked up): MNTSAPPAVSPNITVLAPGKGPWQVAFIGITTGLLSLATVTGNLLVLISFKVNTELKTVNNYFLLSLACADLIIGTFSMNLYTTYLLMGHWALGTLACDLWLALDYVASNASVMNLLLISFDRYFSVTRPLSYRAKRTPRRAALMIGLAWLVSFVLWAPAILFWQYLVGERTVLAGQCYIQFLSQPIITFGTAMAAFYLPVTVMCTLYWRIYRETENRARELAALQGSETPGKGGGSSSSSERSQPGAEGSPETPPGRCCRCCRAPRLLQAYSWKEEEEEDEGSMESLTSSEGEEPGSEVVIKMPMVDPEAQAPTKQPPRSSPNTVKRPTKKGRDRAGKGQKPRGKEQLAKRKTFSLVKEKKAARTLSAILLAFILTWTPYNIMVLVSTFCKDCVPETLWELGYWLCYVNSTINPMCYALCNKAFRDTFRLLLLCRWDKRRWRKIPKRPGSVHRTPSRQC
CHO-K1 Ca PAM: M1 PAM counterscreen hit in parental CHO-K1 cells | activation, % at 3 µM | ATP EC20, Fluo-8 calcium fluorescence; 0% at ATP EC20, 100% at ATP max | 360,000 tested, 0.02% active | AID 602247;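 active = activation above the run cutoff, the mean activation of all test compounds plus 3 SD, cut at about 40% in these data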;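 note: peak over basal fluorescence ratio in a 140 s read after ATP addition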
CHO-K1 Ca ag: counter-screen for M1 agonists: effect in parental CHO-K1 cells | Fluo-8 calcium fluorescence; scaled to maximal ATP response, vehicle zero | activation, % at 3 µM | 360,000 tested, 0.48% active | AID 602248; in the data active = activation above about 15%;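 note: untransfected CHO-K1 host cells lacking M1 receptor as counterscreen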
The depositor's hits bear a star.

Results for N#C/C(=C\c1ccc(N2CCOCC2)o1)C(=O)Nc1ccc(O)cc1 ?
OXTR potentiate: -21; V1R ag counter: 29*; CHO parental Ca: 11; CHO-K1 Ca antag: 5; TAAR1 antagonist: 31; TAAR1 ag: 58*; M1 ag: 10; CHO-K1 Ca PAM: 3; CHO-K1 Ca ag: 16*

Results for O=C(CCN1CCN(CCO)CC1)Nc1cccc(Br)c1 ?
OXTR potentiate: -1; V1R ag counter: 0.0; CHO parental Ca: -11; CHO-K1 Ca antag: -1; TAAR1 antagonist: -24; TAAR1 ag: 2; M1 ag: -5; CHO-K1 Ca PAM: 14; CHO-K1 Ca ag: 0.6

What do the screens show for `COc1ccc(-c2nc(C#N)c(NC(C)C)o2)cc1`?
OXTR potentiate: -3; V1R ag counter: -1.2; CHO parental Ca: -15; CHO-K1 Ca antag: -2; TAAR1 antagonist: 5; TAAR1 ag: 4; M1 ag: -4; CHO-K1 Ca PAM: 4; CHO-K1 Ca ag: -0.3

What do the screens show for `Cc1cc(=O)[nH]c(N/N=C/c2c(C)nn(-c3ccccc3Cl)c2Cl)n1`?
OXTR potentiate: -25; V1R ag counter: 2.1; CHO parental Ca: -2; CHO-K1 Ca antag: 7; TAAR1 antagonist: -22; TAAR1 ag: 16; M1 ag: -3; CHO-K1 Ca PAM: -13; CHO-K1 Ca ag: 1.2

What do the screens show for `CC(=O)c1cc(NC(=O)c2cccc(C(F)(F)F)c2)c(=O)oc1C`?
OXTR potentiate: -4; V1R ag counter: 1.8; CHO parental Ca: -10; CHO-K1 Ca antag: 1; TAAR1 antagonist: 11; TAAR1 ag: 2; M1 ag: -5; CHO-K1 Ca PAM: 5; CHO-K1 Ca ag: 0.7

How did CCN(CC(=O)N1CCN(Cc2ccccc2)CC1)S(=O)(=O)c1ccc(F)cc1 do in these assays?
OXTR potentiate: -1; V1R ag counter: 5.9; CHO parental Ca: -14; CHO-K1 Ca antag: -4; TAAR1 antagonist: 2; TAAR1 ag: 4; M1 ag: 0; CHO-K1 Ca PAM: 9; CHO-K1 Ca ag: 6.4

Results for COc1ccccc1N/C=C/C(=C(C#N)C#N)N(C)C ?
OXTR potentiate: -5; V1R ag counter: 1.1; CHO parental Ca: -13; CHO-K1 Ca antag: -5; TAAR1 antagonist: 19; TAAR1 ag: 3; M1 ag: -9; CHO-K1 Ca PAM: -2; CHO-K1 Ca ag: 0.0

Results for COc1cc(/C=C2\CC/C(=C\c3cc(OC)c(O)c(OC)c3)C2=O)cc(OC)c1O ?
OXTR potentiate: -7; V1R ag counter: -0.2; CHO parental Ca: -21; CHO-K1 Ca antag: 6; TAAR1 antagonist: 14; TAAR1 ag: 3; M1 ag: -1; CHO-K1 Ca PAM: 16; CHO-K1 Ca ag: 2.6

What do the screens show for `CCC(C)(C)NC(=O)C1CCC(CNS(=O)(=O)c2cccc3nsnc23)CC1` (configuration not stated)?
OXTR potentiate: -5; V1R ag counter: 7.6; CHO parental Ca: -5; CHO-K1 Ca antag: -17; M1 ag: 0; CHO-K1 Ca PAM: 15; CHO-K1 Ca ag: 10

What do the screens show for `O=C(Nc1cccc(S(=O)(=O)N2CCCCC2)c1)Nc1ccc(Cl)cc1Cl`?
OXTR potentiate: -14; V1R ag counter: 5.9; CHO parental Ca: -9; CHO-K1 Ca antag: 3; TAAR1 antagonist: -2; TAAR1 ag: 6; M1 ag: -5; CHO-K1 Ca PAM: 10; CHO-K1 Ca ag: 1.4

How did COC(=O)c1c(C)oc(C)c1S(=O)(=O)NC(C)(C)C do in these assays?
OXTR potentiate: -4; V1R ag counter: -1.6; CHO parental Ca: 8; CHO-K1 Ca antag: -16; TAAR1 antagonist: -31; TAAR1 ag: 3; M1 ag: -5; CHO-K1 Ca PAM: 19; CHO-K1 Ca ag: 1.8

How did NC(=O)c1ccc(OCC2CCCO2)cc1 (configuration not stated) do in these assays?
OXTR potentiate: -1; V1R ag counter: 0.3; CHO parental Ca: 4; CHO-K1 Ca antag: -8; TAAR1 antagonist: -15; TAAR1 ag: -2; M1 ag: 0; CHO-K1 Ca PAM: 8; CHO-K1 Ca ag: -0.4

How did CCOc1ccccc1-c1noc(CCC(=O)Nc2cccnc2)n1 do in these assays?
OXTR potentiate: -5; V1R ag counter: 4.2; CHO parental Ca: -5; CHO-K1 Ca antag: -20; TAAR1 antagonist: 13; TAAR1 ag: 3; M1 ag: -5; CHO-K1 Ca PAM: 19; CHO-K1 Ca ag: 5.0

How did NC(=O)N/N=C/c1cn(-c2ccccc2)nc1-c1ccccc1 do in these assays?
OXTR potentiate: -2; V1R ag counter: -2.1; CHO parental Ca: -8; CHO-K1 Ca antag: -13; TAAR1 antagonist: -8; TAAR1 ag: 0; M1 ag: -4; CHO-K1 Ca PAM: 21; CHO-K1 Ca ag: 0.5

Results for COc1ccc(NC(=O)CN2CCCCC2)c([N+](=O)[O-])c1 ?
OXTR potentiate: -6; V1R ag counter: -1.0; CHO parental Ca: -2; CHO-K1 Ca antag: -8; TAAR1 antagonist: -13; TAAR1 ag: 0; M1 ag: -6; CHO-K1 Ca PAM: 1; CHO-K1 Ca ag: -0.2

What do the screens show for `Cc1cccc(OCCCCc2c(C)n[nH]c2C)c1C`?
OXTR potentiate: -8; V1R ag counter: 4.0; CHO parental Ca: 43*; CHO-K1 Ca antag: -5; TAAR1 antagonist: -3; TAAR1 ag: 6; M1 ag: -1; CHO-K1 Ca PAM: 18; CHO-K1 Ca ag: 6.8

What do the screens show for `C/C(=N\Nc1ccc([N+](=O)[O-])cc1[N+](=O)[O-])C(C)C(C)C` (configuration not stated)?
OXTR potentiate: 5; V1R ag counter: 3.3; CHO parental Ca: -7; CHO-K1 Ca antag: 1; TAAR1 antagonist: 17; TAAR1 ag: 6; M1 ag: -2; CHO-K1 Ca PAM: 6; CHO-K1 Ca ag: 6.8

What do the screens show for `COc1cc(CC(=O)OCC(=O)N2CCCCC2C)cc(OC)c1OC` (configuration not stated)?
OXTR potentiate: -5; V1R ag counter: 0.7; CHO parental Ca: 3; CHO-K1 Ca antag: -13; TAAR1 antagonist: -14; TAAR1 ag: 4; M1 ag: 0; CHO-K1 Ca PAM: -3; CHO-K1 Ca ag: 1.4

What do the screens show for `CC(=O)NN1C(=O)c2ccccc2NC1c1ccccc1O` (configuration not stated)?
OXTR potentiate: -4; V1R ag counter: 0.1; CHO parental Ca: -3; CHO-K1 Ca antag: -14; TAAR1 antagonist: 9; TAAR1 ag: 1; M1 ag: -1; CHO-K1 Ca PAM: -4; CHO-K1 Ca ag: 0.5

How did COc1cc(NCCCCC(C)N)c2nccc(C)c2c1 (configuration not stated) do in these assays?
CHO-K1 Ca antag: -13; TAAR1 antagonist: 3; TAAR1 ag: 0; M1 ag: -8; CHO-K1 Ca PAM: 7; CHO-K1 Ca ag: 0.2

Brought forward from above: three compounds, then new ones.
What do the screens show for `COc1cc(CC(=O)OCC(=O)N2CCCCC2C)cc(OC)c1OC` (configuration not stated)?
OXTR potentiate: -5; V1R ag counter: 0.7; CHO parental Ca: 3; CHO-K1 Ca antag: -13; TAAR1 antagonist: -14; TAAR1 ag: 4; M1 ag: 0; CHO-K1 Ca PAM: -3; CHO-K1 Ca ag: 1.4

What do the screens show for `CC(=O)NN1C(=O)c2ccccc2NC1c1ccccc1O` (configuration not stated)?
OXTR potentiate: -4; V1R ag counter: 0.1; CHO parental Ca: -3; CHO-K1 Ca antag: -14; TAAR1 antagonist: 9; TAAR1 ag: 1; M1 ag: -1; CHO-K1 Ca PAM: -4; CHO-K1 Ca ag: 0.5

How did COc1cc(NCCCCC(C)N)c2nccc(C)c2c1 (configuration not stated) do in these assays?
CHO-K1 Ca antag: -13; TAAR1 antagonist: 3; TAAR1 ag: 0; M1 ag: -8; CHO-K1 Ca PAM: 7; CHO-K1 Ca ag: 0.2

How did O=C(CSC1CN(C(c2ccccc2)c2ccccc2)C1)N/N=C/c1ccccc1 do in these assays?
OXTR potentiate: -12; V1R ag counter: 0.4; CHO parental Ca: -33; CHO-K1 Ca antag: 0; TAAR1 antagonist: -30; TAAR1 ag: 0; M1 ag: -3; CHO-K1 Ca PAM: -20; CHO-K1 Ca ag: -0.6

How did COCCN1Cc2cccc(C(=O)NC(C)CCc3ccco3)c2C1=O (configuration not stated) do in these assays?
OXTR potentiate: 2; V1R ag counter: 1.0; CHO parental Ca: -13; CHO-K1 Ca antag: -16; TAAR1 antagonist: -10; TAAR1 ag: 7; M1 ag: -9; CHO-K1 Ca PAM: 28; CHO-K1 Ca ag: 1.0

What do the screens show for `Cn1cnnc1SCc1ccc(C(=O)NN)cc1`?
OXTR potentiate: -5; V1R ag counter: -0.2; CHO parental Ca: -15; CHO-K1 Ca antag: -3; TAAR1 antagonist: 7; TAAR1 ag: -1; M1 ag: -3; CHO-K1 Ca PAM: 4; CHO-K1 Ca ag: 0.4

How did CCc1ccc(NC(=O)N2CCCCCC2)cc1 do in these assays?
OXTR potentiate: -2; V1R ag counter: 0.4; CHO parental Ca: 3; CHO-K1 Ca antag: 0; TAAR1 antagonist: -9; TAAR1 ag: 2; M1 ag: 0; CHO-K1 Ca PAM: 26; CHO-K1 Ca ag: 0.2

Results for CC(C)CCNC(=O)c1nn(Cc2ccccc2)c(=O)c2ccccc12 ?
OXTR potentiate: 4; V1R ag counter: 0.1; CHO parental Ca: -27; CHO-K1 Ca antag: -18; TAAR1 antagonist: -21; TAAR1 ag: 0; M1 ag: -3; CHO-K1 Ca PAM: 7; CHO-K1 Ca ag: -0.1

What do the screens show for `CCSc1nnc2ccc(-c3ccco3)nn12`?
OXTR potentiate: 0; V1R ag counter: -0.5; CHO parental Ca: -3; CHO-K1 Ca antag: 5; TAAR1 antagonist: -23; TAAR1 ag: 3; M1 ag: -2; CHO-K1 Ca PAM: -2; CHO-K1 Ca ag: 0.9

What do the screens show for `Cc1sc2ccccc2c1CNC[C@H]1O[C@@H](n2cnc(C(N)=O)n2)[C@H](O)[C@@H]1O`?
CHO-K1 Ca antag: -4; TAAR1 antagonist: -23; TAAR1 ag: 2; M1 ag: -1; CHO-K1 Ca PAM: -2; CHO-K1 Ca ag: 0.7

Results for CC1CCCCC1NC(=O)C(Cc1ccccc1)NS(=O)(=O)c1cccs1 (configuration not stated) ?
OXTR potentiate: 2; V1R ag counter: -1.4; CHO parental Ca: -21; CHO-K1 Ca antag: -9; TAAR1 antagonist: -17; TAAR1 ag: -3; M1 ag: -4; CHO-K1 Ca PAM: 11; CHO-K1 Ca ag: 0.6
